KOR beta-arrestin-1: KOR antagonists, beta-arrestin recruitment, cell-based, luminescence, uHTS (AID 1778) | inhibition, % at 10 µM, or IC50 in µM where a hit was titrated | 290,000 compounds, 0.091% hits | KOR beta-arrestin recruitment, luminescence, antagonist mode; higher % means a stronger effect; note: strong numbers were not always called active
HEK293 NOD2/NF-kB: NOD2 signaling inhibitors, cell-based, luminescence, uHTS, HEK293 (AID 1566); inhibition, % at 4 µM; hits with a dose series show EC50 in µM; 290,000 compounds, 0.63% hits; HEK293 NOD2/NF-kB luciferase reporter, luminescence; higher % means a stronger effect; note: many of its hits are not listed in these tables
Dynein cargo inh: blocks dynein driven cargo transport along microtubules; 3617.4 mouse cells, GR-EGFP nuclear translocation imaging; test concentration mostly 20 µM; stimulated with dexamethasone, 1 µM; active compounds read low; z-score, hits read low; 220,000 compounds, 0.47% hits;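 active = plate z-score of nuclear minus cytoplasmic receptor signal below a set negative limit, without overly bright fluorescence or cell loss, cut at about -3.5 in these data, passing the limit was not always enough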;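 note: z-score of nuclear minus cytoplasmic ring GR-EGFP intensity difference per well; some compounds called inactive have numbers as strong as hits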
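Buffer or medium: tet-free, stripped-serum medium; reagent: dexamethasone at 1.0 µM final, 30 min; incubation: 48 h induction, 1 h compound, 30 min dex at 37 °C; measured by: formaldehyde fixation, Hoechst nuclear stain, 10x automated fluorescence imaging; read-out: nuclear-to-cytoplasmic GR-EGFP distribution per well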
M1AAP inhibition: malaria alanyl aminopeptidase activity blockers – biochemical, fluorogenic H-Leu-NHMec substrate, 1536-well (AID 1445); recombinant M1AAP, H-Leu-NHMec fluorogenic kinetic assay; higher % means a stronger effect; inhibition, % at 30 µM; hits with a dose series show IC50 in µM; 220,000 compounds, 0.42% hits;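 active = primary inhibition above the hit cutoff, then over 50% inhibition at one or more dose response concentrations, cut at about 23% in these data, passing the limit was not always enough; inconclusive = conflicting primary data, or primary hits not chosen for dose response; inactive = low primary inhibition, or under 50% at every dose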;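 note: plate controls were DMSO full reaction for no effect and no enzyme background for full effect; strong numbers were not always called active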
NOD1 inhibition: inhibition of NOD1-driven NF-kB reporter – cell-based, luminescence, uHTS, primary screen (AID 1578). NOD1-driven NF-kB luciferase reporter cells, luminescence; higher % means a stronger effect. one-dose inhibition, % at 4 µM; EC50 in µM for titrated hits. 290,000 compounds, 1% hits; in the data active = inhibition mostly above about 36%, no sharp cut-off; inactive = mostly below about 34%;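 note: HEK-293T reporter cells stimulated with the NOD1 agonist gamma-tri-DAP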
AID2073: disruptors of CaV2.2 binding to Mint1 – biochemical, HTRF (AID 2073); HTRF protein-protein interaction, Mint1-CaV2.2; higher % means a stronger effect; inhibition, % at 20 µM; hits with a dose series show IC50 in µM; 290,000 compounds, 0.19% hits; in the data active = inhibition mostly above about 51%, no sharp cut-off; inconclusive = no clear call, values can overlap the other calls; inactive = mostly below about 53%; note: some results filed as inactive read as strong as hits
KOR beta-arrestin-2: KOR agonists, beta-arrestin recruitment, primary screen, cell-based, luminescence, uHTS (AID 1777). KOR beta-arrestin recruitment, luminescence; higher % means a stronger effect. activation, % at 10 µM; hits with a dose series show EC50 in µM. 280,000 compounds, 0.02% hits; in the data active = activation above about 50%, passing the limit was not always enough; note: a part of the inactive calls stands beside numbers as strong as those of hits
GPR55 activation: GPR55 agonists via beta-arrestin recruitment, primary screen, imaging, U2OS cells, beta-arrestin-GFP redistribution (AID 1961); U2OS GPR55 beta-arrestin-GFP redistribution imaging; higher % means a stronger effect; activation, % at 10 µM, or EC50 in µM where a hit was titrated; 290,000 compounds, 0.048% hits;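 active = activation above 40% with more than 50 cells counted in the well; inconclusive = wells holding fewer than 50 cells, flagged as toxic or sparse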;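 note: U2OS osteosarcoma cells stably expressing GPR55 and beta-arrestin-GFP; plate controls were DMSO negative control for no effect and LPI positive control for full effect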
P. falciparum M17LAP: P. falciparum M17LAP inhibitors, primary screen, biochemical, fluorogenic H-Leu-NHMec substrate, 1536-well (AID 1619); recombinant M17LAP, H-Leu-NHMec fluorogenic kinetic assay; higher % means a stronger effect; one-dose inhibition, % at 30 µM; IC50 in µM for titrated hits; 220,000 compounds, 0.38% hits;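 active = compound inhibiting the enzyme by more than half at any dose during confirmatory dose-response retesting; inconclusive = strong single-dose inhibitors picked by rank but not retested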;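 note: plate controls were full reaction with DMSO carrier for no effect and no enzyme background for full effect; strong numbers were not always called active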
Dynein cargo inh cytoplasmic EGFP: also measured in Dynein cargo inh; calls as there; z-score; measured here: cytoplasmic GR-EGFP intensity; active compounds read high
Dynein cargo inh nuclear GR-EGFP: recorded beside Dynein cargo inh, whose call it bears; z-score; measured here: nuclear GR-EGFP intensity;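 lower value marks the stronger effect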
Dynein cargo inh cell count: further read-out of Dynein cargo inh, marked with its call; z-score; measured here: cell count per field
* hit, by the source's call; ? = inconclusive; / = no result given; [ ] = dose if it differs, or a comment. Cut-off read from the data, not from the text of the source, unless noted: active = inhibition above about 50%; inactive = the rest. Only part of the results is shown (hit frequency here may not be typical).

SMILES	KOR beta-arrestin-1	HEK293 NOD2/NF-kB	Dynein cargo inh	Dynein cargo inh cytoplasmic EGFP	Dynein cargo inh nuclear GR-EGFP	Dynein cargo inh cell count	M1AAP inhibition	NOD1 inhibition	AID2073	KOR beta-arrestin-2	GPR55 activation	P. falciparum M17LAP
O=C(NC12CC3CC(CC(C3)C1)C2)C1CC(=O)N(c2ccc(Br)cc2)C1 (centres undefined)	-17%	17%	2.3	-0.011	1.1	-1.4	2%	0%	-10%	-1.5%	0.5%	3%
O=S1(=O)N=C(N2CCCC2)c2ccccc21	4%[20 µM]	1%	/	/	/	/	/	-20%	3%	0.9%	-0.4%	/
Cc1ccc(C(=O)/C=C/Nc2cccc([N+](=O)[O-])c2)o1	8%	-50%	-0.25	-0.29	0.85	0.11	13%	-45%	8%	3.0%	-0.3%	20%
CC(C)(C)OC(=O)CNC(=O)c1[nH]cnc1C(=O)NCC(=O)OCc1ccccc1	-55%[20 µM]	-3%	/	/	/	/	/	28%	11%	-3.7%	0.4%	/
Cc1ccc(N2C(=O)C3C4C=CC(CNC(=S)Nc5ccc(F)cc5)(O4)C3C2=O)cc1 (centres undefined)	-7%	8%	0.12	-0.22	-0.4	0.11	3%	39%	-4%	4.5%	0.6%	12%
O=C(O)c1ccc2oc(SCC(=O)N3CCCCC3)nc2c1	-6%	-39%	0.032	-0.057	0.063	-0.6	-2%	-40%	-2%	-2.3%	-0.2%	1%
COC(=O)c1nn(-c2ccc(OC)cc2)c(=O)c2c(N)sc(C)c12	-12%	7%	-0.66	-0.32	-0.53	0.38	8%	-24%	?	0.7%	0.8%	15%
COc1ccc(NCc2nnc(SCC(=O)c3ccc(C)cc3)o2)cc1	-12%	-2%	-1.1	-0.14	-0.81	1.1	7%	-21%	-21%	-2.3%	0.0%	10%
C[N+]1(C)CC2=Cc3ccccc3CC2C1 (centres undefined)	-22%	4%	-0.071	-0.33	0.19	0.22	/	-25%	?	-1.4%	2.0%	/
COc1ccc(-n2c(Cc3cccn3C)nnc2SCC(=O)Nc2cccc(OC)c2)cc1	-17%	7%	-0.85	-0.24	-0.44	0.86	4%	40%	-5%	-2.9%	-0.1%	1%
OC(COc1ccc2c(c1)OCO2)CN1CCCC1 (centres undefined)	10%	3%	0.79	-0.16	0.93	0.11	-1%	-18%	1%	-1.6%	-0.3%	3%
O=C(c1ccco1)N1CCN(C2CC(=O)N(c3ccccc3)C2=O)CC1 (centres undefined)	-13%	15%	-0.69	-0.17	-0.3	0.39	-1%	13%	10%	-6.4%	-0.1%	-10%
Cc1cc(NC(=O)CN(C)CCOc2ccccc2)ccc1Br	-17%	-26%	0.12	0.12	-0.13	0.39	1%	8%	6%	1.9%	-0.2%	-4%
CCc1nc(C#N)c(N2CCOCC2)o1	15%	10%	-0.28	-0.24	-0.21	-0.26	2%	-23%	8%	2.7%	0.1%	14%
Cc1cc(O)ccc1NC1=CC(=O)CC(C)(C)C1	6%	-6%	1.8	0.07	1.2	-1.4	1%	-35%	-1%	-0.9%	0.4%	21%
CC1(C)Cc2nc3oc4c(NCCCN5CCOCC5)ncnc4c3cc2CO1	-6%	-6%	-0.046	-0.29	-0.11	0.1	1%	-7%	18%	-1.1%	-0.2%	-9%
COC(=O)c1cccc([N+](=O)[O-])c1CS(=O)(=O)c1ccc(C)cc1	-4%	-5%	0.37	-0.25	0.49	-0.72	2%	-36%	11%	-3.3%	0.1%	-11%
CC1=C(C(=O)OCc2ccccc2)C(/C=C/c2ccccc2)N2C(=O)CCSC2=N1 (centres undefined)	-18%	4%	0.1	-0.15	0.25	-0.27	2%	1%	14%	-1.6%	-0.2%	-23%
CN(C)Cc1ccccc1Sc1cccc2ccccc12	/	1%	-0.089	-0.23	0.3	-0.4	3%	-10%	-8%	-3.5%	0.6%	-14%
CCN(CC)c1nc(Oc2ccc(=O)[nH]n2)nc(N2CCOCC2)n1	-22%	-14%	0.29	-0.039	0.32	-0.037	0%	-5%	5%	4.4%	-0.3%	-6%
O=C(Nc1nnc(SCc2ccccc2Cl)s1)c1cccc([N+](=O)[O-])c1	29%	40%	-0.52	-0.29	-0.46	0.38	15%	31%	29%	2.7%	-0.3%	8%
CCOc1ccc(N2C(=O)S/C(=C\c3ccc(O)c(OC)c3)C2=O)cc1	36%	20%	0.65	-0.23	0.39	0.25	1%	-6%	-5%	-1.9%	-0.1%	-14%
O=c1c(-c2nc3ccccc3s2)cccn1Cc1ccc(Cl)c(Cl)c1	8%	-27%	0.57	-0.23	-0.3	-0.23	5%	-23%	19%	-1.1%	-0.2%	3%
COCCn1c(C2CCCCC2)nc2sc3ccccc3c(=O)c2c1=O	14%	19%	0.05	-0.42	-0.15	0.65	6%	15%	1%	-4.1%	-0.2%	-7%
COc1cc2c(cc1NC(=O)/C=C/c1ccccc1)oc1ccccc12	11%	36%	-0.073	-0.14	-0.16	0.73	-1%	-6%	14%	-1.2%	-0.2%	-6%
Remaining list, next part
SMILES	KOR beta-arrestin-1	HEK293 NOD2/NF-kB	Dynein cargo inh	Dynein cargo inh cytoplasmic EGFP	Dynein cargo inh nuclear GR-EGFP	Dynein cargo inh cell count	M1AAP inhibition	NOD1 inhibition	AID2073	KOR beta-arrestin-2	GPR55 activation	P. falciparum M17LAP
CN1CCCc2cc3c(C(F)(F)F)cc(=O)oc3nc21	-28%	11%	0.44	-0.16	0.49	-0.35	4%	4%	37%	-8.5%	-0.2%	-10%
CCCOc1ccc(/C(O)=C2/C(=O)C(=O)N(CCN(C)C)C2c2ccc(O)c(OC)c2)cc1 (centres undefined)	2%	-3%	1.3	0.0099	1	-1.3	15%	34%	1%	-2.4%	0.1%	13%
COc1ccc(CN2C(=O)c3ccccc3C2C(=O)NC2CCCC2)c(OC)c1 (centres undefined)	-7%	-9%	-0.29	-0.19	0.058	0.91	-2%	-17%	-3%	0.1%	-0.2%	-5%
Cc1ccc(NC(=O)Nc2cccnc2)cc1	-42%[20 µM]	-4%	/	/	/	/	/	-36%	14%	6.6%	-0.4%	/
CN1CCCN(c2ncnc3scc(-c4ccc(F)cc4)c23)CC1	2%	17%	-0.84	-0.16	-0.62	-0.024	7%	-19%	0%	2.0%	-0.3%	-3%
Oc1c(/C=C/C=C/C=Nc2ccccc2)sc(=S)n1Cc1ccccc1	24%	7%	-1.6	1.6	-0.59	0.32	5%	-4%	51%*	0.6%	-0.1%	-6%
Cc1ccc(C)c(N(CC(=O)NCc2ccccc2)C(=O)c2csnn2)c1	-23%	2%	/	/	/	/	/	-12%	1%	1.0%	-0.3%	/
O=C1CCCC2=C1C(c1ccccc1O)C1=C(CCCC1=O)O2	-14%	2%	1.6	-0.23	0.79	-1.1	4%	-8%	0%	-1.1%	-0.2%	0%
Cc1ccc(-n2nnnc2SC(C)C(N)=O)c(C)c1 (centres undefined)	-10%	2%	-0.5	-0.2	0.16	-0.11	3%	-14%	-3%	-4.2%	-0.1%	-5%
O=C(COc1ccc(/C=N/NS(=O)(=O)c2ccccc2)cc1)NCCc1ccccc1	-25%	8%	0.1	-0.17	-0.34	-0.56	12%	25%	-7%	4.6%	-0.1%	4%
Cc1ccc(C(=O)NCCN2CCNC2=O)cc1	/	-36%	1	-0.25	0.36	-0.12	-8%	-10%	-10%	4.7%	-0.2%	-7%
CC1CCC(NC(=O)C(NC(=O)c2ccccc2)C(C)C)CC1 (centres undefined)	-14%	11%	-0.51	-0.29	-0.026	0.17	3%	-7%	10%	4.3%	-0.2%	-4%
CCOc1cccc2sc(=NC(=O)CCS(=O)(=O)c3ccccc3)n(CC)c12	-9%	27%	/	/	/	/	/	2%	1%	2.6%	-0.1%	/
Cn1c(-c2cccc(Br)c2)cnc1NCc1ccccc1O	-55%[20 µM]	3%	/	/	/	/	/	9%	-4%	7.9%	0.8%	/
Cc1ccc(C(=O)O/N=C\c2ccc(N3CCCCC3)c([N+](=O)[O-])c2)cc1	-13%	18%	0.058	-0.24	0.31	1.3	7%	24%	-6%	-2.8%	0.2%	6%
O=C1CC(N2CCSCC2)C(=O)N1c1ccc(F)cc1 (centres undefined)	3%	13%	-1.3	-0.28	-0.67	1.9	6%	-12%	31%	3.7%	-0.1%	8%
O=C(c1ccco1)N1CCN(C(c2cccs2)c2sc3ncnn3c2O)CC1 (centres undefined)	-30%	2%	-1	-0.21	-0.58	1.1	3%	-1%	-3%	6.8%	-0.1%	22%
FC(F)(F)c1cccc(N2CCC(N=CN3CCCCCC3)=N2)c1	6%	-8%	-0.11	-0.27	0.71	-0.59	2%	-34%	-13%	-3.7%	-0.3%	-4%
CCS(=O)(=O)N1CCC(C(=O)NCCCN2CCCC2)CC1	-36%	-18%	0.3	1.3	0.13	0.41	0%	-1%	5%	5.6%	0.2%	-8%
CCCCNC(=S)N(C)/N=C/c1c(F)cccc1F	2%	10%	0.51	-0.22	0.56	-1.4	0%	-6%	21%	-2.4%	-0.2%	-11%
C[C@@H](NC(=O)c1cc2c([nH]c3ccccc32)c(-c2ccccc2)n1)C(=O)O	-26%	15%	/	/	/	/	/	-1%	4%	-1.1%	0.2%	/
Fc1cccc(Nc2nc(Cl)nc(Cl)n2)c1	-34%[20 µM]	14%	0.33	-0.36	-0.21	0.1	9%	-25%	-3%	-2.5%	-0.1%	1%
CCc1c(C)nc2c(-c3ccccc3)c(C)[nH]n2c1=O	-21%	10%	/	/	/	/	/	2%	8%	-3.4%	-0.2%	/
O=C(c1ccco1)N1CCCC(Nc2ccc3c(c2)OCCO3)C1 (centres undefined)	6%	-4%	/	/	/	/	/	-44%	-22%	-0.7%	-0.1%	/
COc1ccc(NC(=O)CSc2n[nH]c(-c3ccco3)n2)cc1	-16%[20 µM]	-6%	-0.28	-0.28	-0.071	0.32	1%	-41%	1%	/	-0.1%	37%
CC(C)c1cccc(C(C)C)c1NC(=O)CNCC(O)c1ccccc1 (centres undefined)	16%	6%	/	/	/	/	/	-1%	4%	-3.7%	-0.1%	/
Cc1cccc(OCC(=O)Nc2ccccc2N2CCN(C)CC2)c1	-1%	21%	/	/	/	/	/	-12%	11%	-0.7%	0.5%	/
